# Screens (PubChem BioAssay)
# Pol iota inh: qHTS for Inhibitors of Polymerase Iota. DNA polymerase iota (Homo sapiens), Q9UNA4. Pol iota fluorescent replication assay, 10 min. Potency, µM (highest dose often 115 µM), inactives show at the top dose activity, negative = inhibition, hits mostly inhibitors. 390,000 compounds, 1% hits. AID 588590, 2011; further: potency means the concentration at half of the fitted maximal effect
#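 Fluorescent replication assay read twice, at 0 min and 10 min after adding 50 nM (final) substrate. Enzyme (10 nM) and compounds were first incubated 15 min at room temperature; enzyme-free buffer wells were negative controls.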
# BLM inh: qHTS Assay for Inhibitors of Bloom's syndrome helicase (BLM) | RecQ-like DNA helicase BLM (Homo sapiens), P54132 | recombinant BLM DNA unwinding, fluorescence dequenching | Potency, µM (series often up to 56.1 µM), for inactives: at the highest dose activity change, negative = inhibition, usual class: inhibitors | 350,000 compounds, 0.2% hits | AID 2528, 2010;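 further: potency means the concentration at half of the fitted maximal effect; plate controls were vehicle for no effect and no enzyme for full effect; nearly all actives have a fitted effect of over 35% in size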
# Pol beta inh: qHTS Assay for Inhibitors of DNA Polymerase Beta; P06746; Pol beta primer extension/strand displacement, fluorescence kinetic; Potency, µM (doses to about 114 µM), inactives show top-dose activity change, negative = inhibition, hits mostly inhibitors; 340,000 compounds, 1.3% hits; further: potency means the concentration at half of the fitted maximal effect; on the % scale 0 is the no-effect control and ±100 the full control effect
#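 Curves were derived by four-parameter Hill fits of normalized qHTS data. The kinetic fluorescent primer-extension read was taken at 0 and 10 min after 50 nM substrate, following a 15 min room-temperature preincubation of 10 nM enzyme with compounds.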
# Anesthetic bind: qHTS Assay for Identification of Novel General Anesthetics; apoferritin/1-aminoanthracene competitive binding, fluorescence; Ferritin light chain (Equus caballus), P02791; 350,000 compounds, 0.074% hits; Potency, µM (titrated, usually from 77.5 µM), for the others: at the highest dose activity change, negative = displacement, usual class: inhibitors; AID 485281, 2010; further: potency means the concentration at half of the fitted maximal effect; on the % scale 0 is the no-effect control and ±100 the full control effect; nearly all actives have a fitted effect of over 20% in size
# Target sequence (P02791 2-175 limits assumed): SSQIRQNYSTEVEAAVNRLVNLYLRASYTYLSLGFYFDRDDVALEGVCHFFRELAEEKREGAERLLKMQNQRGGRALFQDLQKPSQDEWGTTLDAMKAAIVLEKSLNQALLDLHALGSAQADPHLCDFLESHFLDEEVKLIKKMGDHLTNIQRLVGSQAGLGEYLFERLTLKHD
#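 Read-out: endpoint 1-AMA fluorescence, excitation 380 nm and emission 535 nm, after compounds sit 10 min at room temperature with 10 uM horse-spleen apoferritin in 50% saturated 1-AMA/PBS. Values come from four-parameter Hill fits.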
# TRHR ag: qHTS for Small Molecule Agonists and Allosteric Enhancers of Human TRH Receptor: Primary Screen for Agonists | Thyrotropin-releasing hormone receptor (Homo sapiens), P34981 | TRHR cells, calcium flux fluo-8, FDSS agonist mode | activation, % at 2 µM | 360,000 compounds, 0.18% hits; in the data active means activation above about 30%; further: 0% is about no effect
# Target sequence (P34981 whole entry, looked up): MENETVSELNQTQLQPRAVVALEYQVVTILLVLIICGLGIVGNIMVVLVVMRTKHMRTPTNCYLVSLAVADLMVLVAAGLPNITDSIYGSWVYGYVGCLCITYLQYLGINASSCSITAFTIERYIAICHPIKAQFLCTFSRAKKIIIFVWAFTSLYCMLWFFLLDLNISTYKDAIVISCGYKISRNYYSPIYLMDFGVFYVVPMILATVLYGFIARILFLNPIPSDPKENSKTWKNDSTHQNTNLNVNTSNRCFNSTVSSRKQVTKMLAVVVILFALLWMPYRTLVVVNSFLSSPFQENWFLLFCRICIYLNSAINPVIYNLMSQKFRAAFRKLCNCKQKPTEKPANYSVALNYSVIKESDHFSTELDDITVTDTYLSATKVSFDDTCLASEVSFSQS
#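 Agonist-mode FDSS calcium read (Ex 480/Em 530, 1 s cycles) in 1536-well TRHR cells with fluo-8 dye, after 10-cycle baseline and 23 nL compound addition; TRH at EC20 (10 nM final) added afterwards for the enhancer phase.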
# POLK inh: qHTS for Inhibitors of Polymerase Kappa; DNA polymerase kappa (Homo sapiens), Q9UBT6; purified Pol kappa, fluorescent DNA synthesis assay, 10 min; 400,000 compounds, 0.53% hits; AID 588579, 2011; Potency, µM (titrated, usually from 107 µM), for the others: at the top dose activity, negative = inhibition, usual class: inhibitors; further: potency means the concentration at half of the fitted maximal effect; on the % scale 0 is the no-effect control and ±100 the full control effect
#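 10 nM Pol kappa preincubated 15 min at room temperature with compounds, then reaction started with substrate at 50 nM final. Fluorescence read kinetically at 0 and 10 min; buffer-only wells served as negative control.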
# ERG-DNA inh: qHTS for Small Molecule Inhibitors of the ERG Ets/DNA interaction. Transcriptional regulator ERG (Homo sapiens), P11308. fluorescence polarization, His-ERG Ets domain / labelled DNA. Potency, µM (top dose mostly 76.9 µM), for inactives: at the top dose FP activity, negative = inhibition, usual class: inhibitors. 370,000 compounds, 0.028% hits; active means well fitted inhibition curve with a large enough effect in the polarisation, with a control signal flat; inconclusive means small, poorly fitted or top-dose-only effect, or effect the other way, or a change in a side signal; inactive means no such curve, though single readings can be large or run the other way; the % refers to the polarisation;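 further: polarization taken with two DNA probes labelled with fluorescein and Texas red; potency means the concentration at half of the fitted maximal effect; % of control where 0% means no effect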
#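 His-tagged ERG Ets domain (1 uM in the protein solution; 300mM KCl, 50mM Tris-HCl, 1mM EDTA, 1mM DTT, pH 7.5) received compound, then a probe mix of 5 nM fluorescein-DNA and 100nM Texas-615-DNA. Fluorescence polarization was read for both dyes.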
# APEX1 inh: qHTS Assay for Inhibitors of the Human Apurinic/apyrimidinic Endonuclease 1 (APE1); recombinant APE1, TAMRA/BHQ-2 abasic DNA cleavage fluorescence; 350,000 compounds, 0.35% hits; DNA repair nuclease/redox regulator APEX1 (Homo sapiens), P27695; Potency, µM (series often up to 65.8 µM), for inactives: at the top dose activity change, negative = inhibition, most hits filed as inhibitors;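 further: potency means the concentration at half of the fitted maximal effect; plate controls were vehicle for no effect and reference inhibitor for full effect; nearly all actives have a fitted effect of over 55% in size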
# Target sequence (P27695 whole entry, looked up): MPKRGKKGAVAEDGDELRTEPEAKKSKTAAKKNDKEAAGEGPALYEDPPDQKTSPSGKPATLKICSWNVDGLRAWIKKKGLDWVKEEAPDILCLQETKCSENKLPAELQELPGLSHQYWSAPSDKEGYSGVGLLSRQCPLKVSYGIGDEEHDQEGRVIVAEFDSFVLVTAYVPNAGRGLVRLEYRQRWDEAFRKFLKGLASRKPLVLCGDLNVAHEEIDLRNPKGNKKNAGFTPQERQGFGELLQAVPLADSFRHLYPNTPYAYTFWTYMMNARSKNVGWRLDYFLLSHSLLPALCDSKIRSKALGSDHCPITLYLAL
#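 Compound pre-exposure to 0.75 nM APE1, 15 min at ambient temperature. Reaction initiated with 50 nM TAMRA/BHQ-2 THF substrate, read immediately in kinetic mode, 525 nm excitation, 598 nm emission.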
# ALOX12 inh: Primary qHTS assay for inhibitors of human arachidonate 12S-lipoxygenase (ALOX12): Round 2 | Polyunsaturated fatty acid lipoxygenase ALOX12 (Homo sapiens), P18054 | purified 12hLO, xylenol orange hydroperoxide absorbance | Potency, µM (series often up to 108 µM), inactives show top-dose activity change, negative = inhibition, hits mostly inhibitors | 580,000 compounds, 1.1% hits | AID 1671190, 2021; further: potency means the concentration at half of the fitted maximal effect; on the % scale 0 is the no-effect control and ±100 the full control effect
#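 Hydroperoxide product was detected by ferrous iron/xylenol orange as the 573 to 405 nm absorbance ratio. Arachidonic acid at 40 uM (final) was turned over for 30 min at room temperature by 150 nM human 12hLO, pH 7.0 Hepes buffer, after 15 min compound preincubation.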
# An asterisk follows results filed as active; ? = inconclusive; . = no result given; [ ] = dose if it differs, or a comment. Unless noted, the call rests on the fitted dose curve; in most records, active means well fitted curve in the direction sought with a large enough effect; inconclusive means small, poorly fitted or top-dose-only effect, or another doubt; inactive means no such curve, though single readings can be large; an effect the other way counts as inactive or inconclusive. This is a subset; count on the stated rates, not on these rows.
canonical_smiles | Pol iota inh | BLM inh | Pol beta inh | Anesthetic bind | TRHR ag | POLK inh | ERG-DNA inh | APEX1 inh | ALOX12 inh
CCN1C(=O)c2cccc3c(S(=O)(=O)NCCCN4CCOCC4)ccc1c23 | 11% | -9% | 4% | 492%[activator] | -0.2 | -8% | -11% | -4% | 0%
COc1cccc(C(=O)Nc2ccc3nc(SCC(=O)N4CCc5ccccc54)sc3c2)c1 | -1% | -3% | -10% | -3% | 1.2 | -1% | -1% | . | -5%
COCCN(C(=O)COC(=O)CCC(=O)c1cccs1)c1c(N)n(Cc2ccccc2)c(=O)[nH]c1=O | 15% | . | . | . | 0.2 | 3% | -5% | 31% | -9%
N#Cc1ccc(C2=CC(=O)C[C@H](c3ccc(Cl)cc3)C2)cc1 | -3% | . | . | . | -0.8 | -15% | -2% | -9% | -23%
O=C(c1ccc(S(=O)(=O)Nc2ccccc2F)cc1)N1CCC1 | 35%[activator] | . | . | . | -0.1 | -8% | -2% | 12% | -7%
COCCNS(=O)(=O)c1ccc(OCC(=O)N2CCc3ccccc3C2)c(Cl)c1 | 11% | -2% | 55% | 4% | -1.4 | 6% | 1% | 3% | -14%
O=C(CCS(=O)(=O)c1ccccc1Cl)Nc1ccc(S(=O)(=O)Nc2ncccn2)cc1 | -6% | 0% | -14% | 25% | 0.0 | 4% | -1% | -11% | 0%
O=C(CN1C(=O)NC2(CCCCCC2)C1=O)Nc1cccc(F)c1 | 58%[activator] | . | . | . | 0.0 | -10% | 2% | 8% | 0%
CCOC(=O)C1=C(C)NC(=S)NC1c1ccc(C)s1 (stereo not drawn) | 37%[activator] | -15% | ? | -6% | -0.4 | 0% | -7% | -2% | -30%
NC(=O)C1CCN(C(=O)/C=C/c2ccccc2[N+](=O)[O-])CC1 | -4% | -2% | 43%[activator] | -4% | 0.6 | -12% | -5% | 4% | 13%
CCCS(=O)(=O)N1CCC(C(=O)NCCCOC)CC1 | 2% | -1% | 1% | -6% | 0.1 | -5% | -9% | 1% | 0%
CCc1ccc(CNC(=O)Cn2nc(C)n3c(cc4cc(C)ccc43)c2=O)cc1 | 18% | -3% | 2% | -10% | -0.3 | -21% | 1% | . | -19%
O=C(CN1C(=O)NC2(CCCCCCC2)C1=O)N1CCN(C(=O)c2ccco2)CC1 | ? | -7% | -7% | -13% | -0.1 | -14% | -3% | 3% | 327%[activator]
C=CCn1c(SC)nc2sc3c(c2c1=O)CCc1ccccc1-3 | -1% | -7% | 31% | 1% | 1.0 | -11%[60.1 µM] | -8% | 1% | -2%
O=S(=O)(c1ccc(F)cc1)N1CC2CCCN2c2ccc(C(F)(F)F)cc21 (stereo not drawn) | -21% | -10% | 19% | 50%[activator] | -0.5 | -1% | -18% | -10% | -9%
Cc1ccc(C(=O)NNC(=O)Cn2nnc3ccccc32)cc1 | 74%[activator] | -5% | 2% | -10% | 0.2 | -10% | 10% | 0% | 11%
CCCc1nn2c(=O)cc(COC(=O)c3ccc(NC(=O)c4cccs4)cc3)nc2s1 | 1% | -4% | 4% | 10% | 0.5 | -8%[60.1 µM] | -1% | . | -22%
O=C(O)c1nn(-c2ccccc2-c2n[nH]c(=O)[nH]c2=O)c(=O)[nH]c1=O | . | -8% | 1% | 10% | 0.6 | . | . | ? | .
O=C(CSCc1ccccc1)N1CCN(c2ccccc2)CC1 | -11% | -3% | 38% | -9% | 0.2 | -6% | -1% | 16% | 1%
Cc1cc(C)n(C(=O)C2CCCN2S(=O)(=O)c2ccc(Cl)cc2)n1 (stereo not drawn) | 35%[activator] | -4% | 23% | ? | -0.5 | 0% | 0% | -2% | -7%

# As entered above:
# In POLK inh, O=C(CN1C(=O)NC2(CCCCCC2)C1=O)Nc1cccc(F)c1 is entered as -10%
# In BLM inh, O=C(O)c1nn(-c2ccccc2-c2n[nH]c(=O)[nH]c2=O)c(=O)[nH]c1=O is entered as -8%

# (list continues)
canonical_smiles | Pol iota inh | BLM inh | Pol beta inh | Anesthetic bind | TRHR ag | POLK inh | ERG-DNA inh | APEX1 inh | ALOX12 inh
COc1ccc(NC(=O)C(OC(=O)c2cnccn2)c2ccccc2)cc1Cl (stereo not drawn) | -21% | -5% | 3% | ? | 0.7 | -7% | 14% | 30% | 10%
O=c1[nH]c2cc(Cl)ccc2n(CCNc2ncc(C(F)(F)F)cc2Cl)c1=O | 2% | 1% | 4% | -6% | 0.1 | -11% | 12% | 0% | 0%
O=C1COc2ccc(C(=O)COC(=O)c3ccc(F)cc3Cl)cc2N1 | 22% | . | . | . | . | 5% | -3% | 16% | 4%
COc1ccc(-c2cc(C)no2)cc1S(=O)(=O)Nc1c(C)cc(C)cc1C | -19% | -7% | -1% | -14% | -0.1 | -7% | -8% | . | -22%
O=c1c([N+](=O)[O-])cn(Cc2ccccc2)c(=O)n1Cc1ccccc1 | ? | . | . | . | . | 7% | -2% | . | -23%
Cc1nnc(SCC2=C(C(=O)O)N3C(=O)C(NC(=O)Cn4nc(C(F)F)c(Cl)c4C)C3SC2)s1 (stereo not drawn) | -62% | 4% | 25µM* | -4% | -1.5 | 50µM* | -3% | ? | -26%
Cc1cc2nc(CCN(Cc3cccnc3)C(=S)Nc3ccc(F)cc3)[nH]c2cc1C | -1% | -5% | 12% | -10% | -0.8 | -16% | -4% | -7% | -4%
CCOC(=O)c1sc(C)nc1C1CCN(C(=O)OCC)CC1 | 16% | -2% | 2% | -14% | -0.1 | -19% | -11% | 3% | -7%
CC(C)(C)OC(=O)N1CCC[C@H]1c1nnc(SCC(=O)Nc2cccc(Cl)c2)o1 | 34% | -3% | ? | -12% | 0.4 | -16% | 8% | -12% | -6%
O=C(OCc1nnc(-c2ccccc2)o1)c1ccc2c(c1)C(=O)N(CCc1ccccc1)C2=O | 35%[activator] | -1% | 11% | -19% | -0.1 | 2% | -9% | 0% | ?
Cc1csc(SCC(=O)Nc2nccs2)n1 | 20% | . | . | . | -0.2 | -3% | -5% | 16% | -5%
CC(NC(=O)c1ccccc1Br)c1nnc(SCC(=O)NC2=NCCS2)n1C (stereo not drawn) | -8% | -7% | 15% | -4% | 0.5 | 2% | 8% | 35%[activator] | -20%
CC[n+]1c(C=C2C=C(C)OC(C)=C2)sc2ccccc21 | 30% | 71%[activator] | ? | ? | 2.0 | -14% | 24% | -9% | -19%
Cc1ccc(S(=O)(=O)Nc2ccc(S(=O)(=O)N3CCOCC3)cc2)cc1[N+](=O)[O-] | 108%[activator] | 1% | ? | -8% | -0.6 | -2% | 4% | 10% | ?
C=CCn1c(N)cc(=O)nc1SCC(=O)Nc1ccc2ccccc2c1 | 6% | -9% | 15% | -2% | -0.2 | -9% | -6% | -11% | ?
COc1ccc(-c2c3c(=O)n(C)c(=O)n(C)c3cn2-c2ccc(O)cc2)cc1 | 32%[activator] | 3% | 2% | -6% | -0.8 | -11% | -1% | ? | 12%
COc1ccc(-n2c(Cc3cccn3C)nnc2SCC(N)=O)cc1 | 13% | 3% | 7% | -6% | 0.7 | -17% | 8% | 1% | -3%[57.4 µM]
CCOC(=O)N1CCN(C(=O)CN(c2ccccc2F)S(=O)(=O)c2ccc(C)cc2)CC1 | 6% | -4% | 2% | -5% | -0.8 | -6% | -6% | . | -1%
CC(C)C(=O)c1cc2c(cc1NC(=O)c1ccccc1F)OCCO2 | 21% | -6% | 2% | -2% | 0.9 | -6%[60.1 µM] | -4% | . | -21%
COc1ccc(OC)c(N(CC(=O)N2CCc3ccccc3C2)S(C)(=O)=O)c1 | 0% | -5% | 25% | -5% | -1.4 | -13%[60.1 µM] | . | -6% | -1%[57.4 µM]
Fc1cccc(NC(=S)NCCCN2CCOCC2)c1 | 21% | -1% | 16% | -8% | 0.0 | -4% | 5% | -1% | -4%
CCOC(=O)Oc1ccc(/C=C2\N=C(C)OC2=O)cc1 | 43%[activator] | -2% | 4% | 2% | 0.9 | -4% | 2% | -7% | 0%
O=C(Cc1ccc(Cl)cc1)NNC(=S)NC(=O)c1cccs1 | 25%[58.9 µM] | -4% | -6% | 8% | 5.4 | -14% | -9% | 1% | 15%

# 3 of the compounds above, field by field:
SMILES: COc1ccc(-c2c3c(=O)n(C)c(=O)n(C)c3cn2-c2ccc(O)cc2)cc1
  Pol iota inh = 32%[activator]
  BLM inh = 3%
  Pol beta inh = 2%
  Anesthetic bind = -6%
  TRHR ag = -0.8
  POLK inh = -11%
  ERG-DNA inh = -1%
  APEX1 inh = ?
  ALOX12 inh = 12%
SMILES: COc1ccc(-n2c(Cc3cccn3C)nnc2SCC(N)=O)cc1
  Pol iota inh = 13%
  BLM inh = 3%
  Pol beta inh = 7%
  Anesthetic bind = -6%
  TRHR ag = 0.7
  POLK inh = -17%
  ERG-DNA inh = 8%
  APEX1 inh = 1%
  ALOX12 inh = -3%[57.4 µM]
SMILES: CCOC(=O)N1CCN(C(=O)CN(c2ccccc2F)S(=O)(=O)c2ccc(C)cc2)CC1
  Pol iota inh = 6%
  BLM inh = -4%
  Pol beta inh = 2%
  Anesthetic bind = -5%
  TRHR ag = -0.8
  POLK inh = -6%
  ERG-DNA inh = -6%
  APEX1 inh = .
  ALOX12 inh = -1%
